High-throughput results deposited in PubChem by National Center for Advancing Translational Sciences (NCATS).
FEN1 inh – human FEN1 inhibition | P39748 | Recombinant FEN1 flap cleavage, fluorescence, 15 min | Potency, µM (highest dose often 114 µM), inactives show top-dose activity change, negative = inhibition, hits mostly inhibitors | 390,000 tested, 0.35% active | AID 588795; note: nearly all actives have a fitted effect of over 65% in size
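In this screen, 50 nM flap DNA substrate was added to 10 nM FEN1 pretreated with compound for 15 min at room temperature; cleavage was followed with reads at 0 and 15 min, and Hill fitting gave concentration–response parameters.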
GCN5L2 inh – GCN5L2 (KAT2A) acetyltransferase inhibition; Q92830; GCN5L2 HAT assay, ThioGlo1 CoA-SH fluorescence; Potency, µM (top dose mostly 58.9 µM), for inactives: at the top dose activity change, negative = inhibition, hits mostly inhibitors; 390,000 tested, 0.21% active; AID 504327
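ThioGlo1-coupled HAT assay: 20nM GCN5L2, 70uM acetyl-CoA, 75uM H3(1-25) peptide, pH 7.5. Fluorescence read at 340/540nm at start and after 20 min at room temperature.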
An asterisk follows results filed as active; ? = inconclusive; / = no result given; & = joins results of further samples. Calls come from the whole dose curve; as a rule, active = well fitted curve in the direction sought with a large enough effect; inconclusive = small, poorly fitted or top-dose-only effect, or another doubt; inactive = no such curve, though single readings can be large; an effect the other way counts as inactive or inconclusive. % is set by controls: 0 for no effect and ±100 for the full control effect; potency is the fitted concentration of half-maximal effect. Not all compounds are listed; the hit share may differ from the screen's.

Value order – FEN1 inh, GCN5L2 inh
CC(Cc1ccccc1)N(C)C (centres undefined)
 : /, -1%
CC[N+](C)(CC)CCOC(=O)C(O)(c1ccccc1)c1ccccc1
 : /, 0%
Nc1ncnc2c1ncn2[C@@H]1O[C@@H]2COP(O)(=S)O[C@H]2[C@H]1O (some centres undefined)
 : -10%, /
COC(=O)C1=C(c2cc3ccccc3o2)C[C@@H]2CC[C@H]1N2C(=O)NCc1cccc2ccccc12
 : 5%, /
CC=C(C)C(=O)OC1CCN2CC=C(COC(=O)C(O)(C(C)OC)C(C)(C)O)C12 (centres undefined)
 : -16%, /
CC(C)(O)/C=C/C(=O)C(C)(O)C1C(O)CC2(C)C3CC=C4C(C=C(O)C(=O)C4(C)C)C3(C)C(=O)CC12C (centres undefined)
 : 0%, /
O=S(=O)(O)C(=Cc1ccccc1)c1ccccc1 (tested in a mixture with another compound)
 : 2%, /
CCOCC1(CCc2ccccc2)C(=O)NC(=S)NC1=O
 : 3%, /
COc1cc(/C=C2\C[C@H]3[C@@H]4CC=C5C[C@@H](N6CCCC6)CC[C@]5(C)[C@H]4CC[C@]3(C)[C@H]2O)cc(OC)c1OC
 : -3%, /
C[C@@]12N[C@@H](Cc3ccccc31)c1ccccc12
 : -4%&21%, /
C=C(C)[C@@H]1[C@H]2OC(=O)[C@H]1[C@]1(O)C[C@H]3O[C@]34C(=O)O[C@H]2[C@]14C
 : -1%, /
NCCc1c(Cc2ccccc2)[nH]c2ccccc12
 : 3%, /
C=CCCC1(CC)C(=O)NC(=S)NC1=O
 : 4%, /
O=[N+]([O-])c1cccc(NP(=O)(N2CC2)N2CC2)c1
 : -5%, /
O=C1NC(=O)C(Nc2ccccc2)C(=O)N1
 : 3%, /
O=C1c2ccccc2-c2cc3ccccc3cc21
 : ?, /
Cc1noc(C)c1CC(=O)N1CCCC(N2CCN(c3ccccc3F)CC2)C1 (centres undefined)
 : 4%, /
COC(=O)C1=C(c2cc3ccccc3s2)C[C@@H]2CC[C@H]1N2C(=O)NCc1ccco1
 : -13%, /
CC(=O)Nc1ccc(C=C2C(=O)NC(=O)NC2=O)cc1
 : -1%, /
CC(=O)OC1CC2(O)C3CCC4CC(O)CCC4(C)C3CCC2(C)C1C1=CC(=O)OC1 (centres undefined)
 : -2%, /
Cc1[nH]c2ccccc2c1CCN
 : -16%, /
CN1C(=O)C(C2CCCCC2)C(=O)N(C)C1=O
 : 6%, /
CC1[C@H]2Cc3ccc(O)cc3[C@]1(C)CCN2C (some centres undefined)
 : 3%, /
COC(=O)C1=C(c2ccc(S(C)(=O)=O)cc2)C[C@@H]2CC[C@H]1N2C(=O)N1CCC(C)CC1
 : 18%, /
O=C(Cc1cc(=O)oc2cc(O)ccc12)NN=Cc1ccc(N(CCCl)CCCl)cc1
 : 32µM*, /
CC1CN1P(=O)(Oc1ccc2ccccc2c1)N1CC1C (centres undefined)
 : -6%, /
N#CC1C(C#N)C2CCC1C1C2N1c1ccccc1 (centres undefined)
 : 14%, /
COC(=O)C1=C(c2cc3ccccc3s2)C[C@@H]2CC[C@H]1N2C(=O)NCCCOC(C)C
 : -3%, /
CC1OC(OC2C=C3CCC4C(CCC5(C)C(c6ccc(=O)oc6)CCC45O)C3(C)CC2)C(O)C(OC2OC(CO)C(O)C(O)C2O)C1O (centres undefined)
 : -1%, /
NP(=O)(Oc1ccccc1)c1ccccc1 (centres undefined)
 : 0%, /
COC(=O)C1=C(c2cc3ccccc3s2)C[C@@H]2CC[C@H]1N2C(=O)NCc1ccccc1
 : -20%, /
CCOC1=C(N2CC2)C(=O)C(OCC)=C(N2CC2)C1=O
 : 1%, /
CC(CN1CCOCC1)C(C#N)(c1ccccc1)c1ccccc1 (centres undefined)
 : 12%, /
COc1cc([C@@H]2c3cc4c(cc3[C@H](OC(C)=O)[C@H]3COC(=O)[C@@H]23)OCO4)cc(OC)c1OC
 : -14%, /
COc1cc(C(=O)NN=Cc2ccc(N(CCCl)CCCl)cc2)cc(OC)c1OC
 : 11%, /
COC1C(O)C(C)OC(OC2CCC3(C=O)C(CCC4C3CCC3(C)C(C5=CC(=O)OC5)CCC43O)C2)C1O (centres undefined)
 : 0%, /
O=C(CN1CCCC1)c1ccccc1
 : -13%, /
C=C1C(=O)OC2C1CCC(C)C1(O)C=CC(=O)C21C (centres undefined)
 : -5%, /
C[C@H]1CCCC=CC2C[C@H](O)C[C@@H]2[C@H](O)C=CC(=O)O1 (some centres undefined)
 : -1%, /
O=C1NC(=O)C(=Cc2ccccc2[N+](=O)[O-])C(=O)N1
 : 8%, /
CN1CC(Br)C(=O)NC1=O (centres undefined)
 : 7%, /
Cc1cc(N(CCCl)CCCl)ccc1C=Cc1ccncn1
 : -14%, /
C#C[C@]1(O)CCC2C3C(=O)C=C4C(Cl)=CCC[C@]4(C)C3CC[C@@]21C (some centres undefined)
 : 4%, /
COc1ccc([C@@H](O)[C@@H](N)c2ccccc2)cc1
 : -8%, /
COc1ccccc1N1CCN(CCc2c[nH]c3cc4c(cc23)OCO4)CC1
 : 1%, /
CC(=O)O[C@@H]1/C=C/[C@](C)(O)C[C@@H](C)C/C=C/[C@H]2[C@@H]3O[C@]3(C)[C@@H](C)[C@H]3[C@H](Cc4ccccc4)NC(=O)[C@@]312
 : 17%, /
ClCCN(CCCl)c1ccc(-n2cnc3c(Cl)ncnc32)cc1
 : 1%, /
COC(=O)C1=C(c2cc3ccccc3o2)C[C@@H]2CC[C@H]1N2C(=O)N1CCC(C)CC1
 : 3%, /
Cc1cc(C)c2c(c1)NP(=S)(c1ccccc1)N2 (centres undefined)
 : 4%, /
COC(=O)C1=C(c2ccccc2)C[C@@H]2CC[C@H]1N2C(=O)NCc1ccccc1
 : -11%, /
COc1ccc(-c2ccc(OC)c(OC)c2OC)cc1
 : -1%, /
OC(CN1CCOCC1)c1csc2ccccc12 (centres undefined)
 : 5%, /
COc1ccc2c(c1)C1(C(=O)O)CC=CCC1(C(=O)O)C2 (centres undefined)
 : 0%, /
COC(=O)C1=C(c2cc3ccccc3s2)C[C@@H]2CC[C@H]1N2C(=O)NCc1ccc(F)cc1
 : -23%, /
Brc1ccc2[nH]cc(C=NN3CCCCCC3)c2c1
 : -13%, /
CC12CCC(=O)C=C1CC(O)C1C2CCC2(C)C1CCC2(C)O (centres undefined)
 : -3%, /
COC(=O)C1=C(c2cc3ccccc3s2)C[C@@H]2CC[C@H]1N2C(=O)NC1CC1
 : 15%, /
CCOC(=O)[C@]12Cc3cc(C)ccc3[C@H]1N(Cc1ccccc1)C(=O)c1ccccc12
 : -24%&-12%, /
N#CC(=C(O)c1ccc(S(=O)(=O)N(CCCl)CCCl)cc1)c1nc2ccccc2[nH]1
 : 5%, /
COc1ccc(C(O)(c2ccccc2)c2ccncc2)cc1 (centres undefined)
 : -2%, /

Profiles from above:
ClCCN(CCCl)c1ccc(-n2cnc3c(Cl)ncnc32)cc1 is listed as FEN1 inh = 1%; GCN5L2 inh = /
Cc1cc(N(CCCl)CCCl)ccc1C=Cc1ccncn1 is listed as FEN1 inh = -14%; GCN5L2 inh = /
COc1ccc([C@@H](O)[C@@H](N)c2ccccc2)cc1 is listed as FEN1 inh = -8%; GCN5L2 inh = /

Following part:
Value order – FEN1 inh, GCN5L2 inh
COC(=O)C1=C(c2cccc(OC)c2OC)C[C@@H]2CC[C@H]1N2C(=O)NCc1ccc(C(F)(F)F)cc1
 : -20%, /
O=C1N[C@H](Cc2ccccc2)C(=O)N2[C@@H]3[C@H](C[C@@H]12)c1ccccc1N3OOSc1ccccc1
 : -13%, /
COc1c(O)cc2c(c1OC)-c1ccc(OC)c(=O)cc1C(NC(C)=O)CC2 (centres undefined)
 : 0%, /
CCC1(Cc2ccccc2)C(=O)NC(=S)N(C)C1=O (centres undefined)
 : 7%, /
COc1ccc(SCC2CN(C)CCC2c2ccc(F)cc2)cc1 (centres undefined)
 : 2%, /
S=C(N1CCCCCC1)N1CC1
 : -3%, /
COC(=O)C1=C(c2cccc(OC)c2OC)C[C@@H]2CC[C@H]1N2C(=O)NC(C)C
 : -18%, /
CNC(=O)Oc1cc2c(cc1C(C)(C)C)CCC2
 : 8%, /
CC[C@H]1CC2CN3CCc4c([nH]c5cc(OC)ccc45)[C@](C(=O)OC)(C2)[C@H]13
 : -7%, /
CC12CCC3c4ccc(OC(=O)N(CCCl)CCCl)cc4CCC3C1CCC2O (centres undefined)
 : -13%, /
CCCNC(=O)N1[C@H]2CC[C@@H]1C(C(=O)OC)=C(c1ccc(S(C)(=O)=O)cc1)C2
 : 10%, /
COc1cc2c(c(OC)c1O)-c1ccc(OC)c(=O)cc1C(NC(=O)C(F)(F)F)CC2 (centres undefined)
 : -2%, /
C=C(C)C1(CCCC)C(=O)NC(=S)NC1=O
 : 0%, /
C[C@]12CCC3C(CC[C@H]4C[C@H](O)[C@H](O)C[C@]34C)C1CC[C@@H]2O (some centres undefined)
 : 5%, /
CC1=C(C)CC2(CC1)C(=O)NC(=O)NC2=O
 : -2%, /
COC(=O)C1=C(c2ccccc2)C[C@@H]2CC[C@H]1N2C(=O)NCCS(C)=O (some centres undefined)
 : 2%, /
COc1ccc(C(=O)N2Cc3cnnn3-c3ccccc3C2C#N)cc1 (centres undefined)
 : -4%, /
c1ccc(C(OCCN2CCN(c3ncccn3)CC2)c2ccccc2)cc1
 : 1%, /
C[C@]12CCC3C(CC[C@H]4[C@H](O)[C@H](O)CC[C@]34C)C1CC[C@@H]2O (some centres undefined)
 : 8%, /
Cc1ccc2c(C)c3ccc4ccccc4c3c[n+]2c1
 : 8.9µM*, /
CC(=O)OC1C(=O)OCC23CCC4(C)OC4C2OC2CC(OC(=O)C=CC=CC(=O)OCCC1C)C3(C)C21CO1 (centres undefined)
 : 0%, /
CN(CC=CCN(C)P(=S)(N1CC1)N1CC1)P(=S)(N1CC1)N1CC1
 : 3%, /
Nc1nc(N)c2cnnn2n1
 : -17%, /
CCOC(=O)[C@]12Cc3ccccc3[C@H]1N(Cc1ccccc1)C(=O)c1ccccc12
 : 0%&-13%, /
COC(=O)C1=C(c2ccc(S(C)(=O)=O)cc2)C[C@@H]2CC[C@H]1N2C(=O)NCc1ccc(F)cc1
 : 16%, /
C[C@@H]([C@@H](O)c1ccccc1)N(C)C(=O)Cc1ccccc1
 : 2%, /
COc1cc2c(ccc3c4cc(OC)c(OC)cc4c[n+](C)c23)cc1O
 : 3.5µM*, /
CC(CC(C#N)(c1ccccc1)c1ccccc1)N1CCCCC1 (centres undefined)
 : -4%, /
COC(=O)C1=C(c2cc3ccccc3s2)C[C@@H]2CC[C@H]1N2C(=O)N1CCCCC1
 : -24%, /
Cc1nn(C)cc1/C=C1/CC2C3CC=C4CC(O)CCC4(C)C3CCC2(C)C1=O (centres undefined)
 : 8%, /
O=C(Nc1ccccc1)c1c(O)[nH]c(=S)[nH]c1=O
 : -5%, /
CC(=O)NCC(N)C(=O)c1ccc(C)cc1 (centres undefined)
 : -7%, /
O=C1C(=Cc2ccccc2)N2CCC1CC2
 : 13%, /
CC1=NNC(=O)C1Br (centres undefined)
 : -1%, /
Cc1ccccc1C(=O)N1CC1C (centres undefined)
 : -2%, /
CCc1nc2ccc(Br)cc2c(=O)n1-c1ccccc1C(F)(F)F
 : -20%, /
CCOC(=O)CC1c2ccccc2-n2nncc2CN1Cc1ccc(OC)cc1 (centres undefined)
 : -12%, /
C[n+]1ccc(-c2cc[n+](C)cc2)cc1
 : -6%, /
CCC1C2Cc3ccc(O)cc3C1(CC)CCN2C (centres undefined)
 : 2%, /
C[C@H]1O[C@@H](O[C@H]2[C@@H](O)C[C@@H](O[C@H]3[C@@H](O)C[C@H](O[C@H]4CC[C@@]5(C)[C@H](CC[C@@H]6[C@@H]5CC[C@]5(C)[C@@H](C7=CC(=O)OC7)CC[C@]65O)C4)O[C@@H]3C)O[C@@H]2C)C[C@H](O)[C@@H]1O
 : 18%, /
COc1cccc2c1C(=O)c1c(O)c3c(c(O)c1C2=O)CC(O)(C(C)=NO)CC3OC1CC(N)C(O)C(C)O1 (centres undefined)
 : ?, /
O=C(CN1CCCC2CCCCC21)c1ccc(I)cc1 (centres undefined)
 : -5%, /
COc1c(O)cc2c(c1OC)-c1ccc(SC)c(=O)cc1C(NC(C)=O)CC2 (centres undefined)
 : -9%, /
CC1CCN(C(CC(=O)c2ccccc2)C(=O)c2ccccc2)CC1 (centres undefined)
 : -20%, /
CCOC(=O)c1cnc(SCc2ccc(Cl)c(Cl)c2)nc1N1CC1
 : 4%, /
O=C1N[C@@H](Cc2ccccc2)C(=O)N2[C@H]1C[C@H]1c3ccccc3N(OOSc3ccccc3)[C@H]12
 : 13%, /
